Source: PubChem BioAssay (several laboratories)
Spn MK inh: S. pneumoniae MK inhibitors, primary screen, biochemical, PK/LDH-coupled NADH absorbance | mevalonate kinase [Streptococcus pneumoniae D39] | purified MK, PK/LDH-coupled NADH absorbance 340 nm | inhibition, % at 10 µM | hit rate 0.48% among 65,000;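 active = ranked among the strongest by inhibition in the single 10 µM screen, a fixed top-ranked set picked for dose follow-up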; note: no value below 0 was filed
HPDE-C7K KRASV12: cytotoxicity in KRAS-transformed pancreatic duct cells, primary screen, cell-based, fluorescence, HTS (AID 431). HPDE-C7K KRASV12 cells, Alamar Blue viability, 48 h; higher % means a stronger effect. hit rate 1.7% among 63,000. cytotoxicity, % at 10 µM, or EC50 in µM where a hit was titrated;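 active = compounds whose percent cytotoxicity in the single-dose primary screen, scaled between solvent and toxic-drug controls, exceeds 50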;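 note: 0% = DMSO solvent wells and 100% = doxorubicin-treated wells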
Spn DPM-DC inh: S. pneumoniae DPM-DC inhibitors, primary screen, biochemical, PK/LDH-coupled NADH fluorescence; diphosphomevalonate decarboxylase (Streptococcus pneumoniae D39); hit rate 0.49% among 65,000; purified DPM-DC; AID 556, 2006; calls only at 10 µM;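 active = the 320 compounds with the highest percent inhibition in the single-dose primary screen, excluding strongly autofluorescent ones, cut at about 32% in these data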;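 note: kinetic rate of NADH fluorescence loss reporting ADP formed by the decarboxylase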
HPDE-C7 cytotoxicity: cytotoxicity in HPDE-C7 cells, cell-based, fluorescence, HTS (AID 430); cytotoxicity, % at 10 µM; hits with a dose series show EC50 in µM; HPDE-C7 pancreatic duct cells viability, fluorescence; higher % means a stronger effect; hit rate 1.8% among 63,000;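 note: cells exposed to compound for 48 hours before viability readout; 0% = vehicle and 100% = reference cytotoxic drug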
Spn PMK inh: S. pneumoniae PMK inhibitors, primary screen, biochemical, mevalonate pathway, pilot trial included; phosphomevalonate kinase (Streptococcus pneumoniae D39); purified PMK, PK/LDH-coupled NADH absorbance 340 nm; inhibition, % at 10 µM; hit rate 0.49% among 65,000; AID 539, 2006;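 active = top-ranked compounds by inhibition in the single 10 µM screen, taking a fixed number of the strongest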;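 note: 0% = full reaction with DMSO carrier and 100% = background rate without enzyme reaction; no value below 0 was filed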
TNAP inhibition: human TNAP enzyme inhibitors, biochemical, luminescent (AID 518) | Alkaline phosphatase, tissue-nonspecific isozyme (Homo sapiens) | purified TNAP enzyme, luminescent substrate readout; higher % means a stronger effect | one-dose inhibition, % at 20 µM; IC50 in µM for titrated hits | hit rate 0.09% among 64,000; in the data active = a potency from the dose series; inactive = the rest, 99 in 100 with inhibition below about 22%;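 note: plate controls were vehicle for no effect and reference inhibitor for full effect; many of its hits are not listed in these tables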
LYP phosphatase: LYP phosphatase inhibitors, primary screen, biochemical, DiFMUP fluorescence, recombinant catalytic domain, 10 µM (AID 606); recombinant LYP catalytic domain, DiFMUP fluorescence; higher % means a stronger effect; Tyrosine-protein phosphatase non-receptor type 22 (Homo sapiens); 52,000 tested, under 10 active; inhibition, % at 10 µM; hits with a dose series show IC50 in µM;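 active = IC50 under 40 µM in the dose-response test; inactive = IC50 of 40 µM or more, or never dose-tested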
Bfl-1 displacement: Bfl-1 inhibitors, primary screen, biochemical, fluorescence polarization, FITC-Bid, mouse (AID 432). Bcl-2-related protein A1 (Mus musculus). FITC-Bid BH3 peptide fluorescence polarization displacement; higher % means a stronger effect. displacement, % at 20 µM; hits with a dose series show IC50 in µM. hit rate 0.02% among 64,000; in the data active = a potency from the dose series; inactive = the rest, 99 in 100 with displacement below about 15%; note: strong numbers were not always called active
HT1080 cytotoxicity: cytotoxicity in HT1080 fibrosarcoma cells, cell-based, fluorescence readout (AID 620); HT1080 viability, fluorescence; higher % means a stronger effect; one-dose cytotoxicity, % at 10 µM; EC50 in µM for titrated hits; hit rate 0.42% among 87,000;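 note: cells exposed to compound overnight then 4 h with Alamar Blue; 0% = vehicle DMSO and 100% = killing control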
Spn PMK inh pilot replicates: second read-out of Spn PMK inh, no call of its own (marks repeat the call); inhibition, %; measured here: pilot screen replicates
Spn MK inh pilot replicates: recorded beside Spn MK inh, whose call it bears; inhibition, %; measured here: pilot screen replicates
Spn DPM-DC inh pilot screen %: further read-out of Spn DPM-DC inh, marked with its call; inhibition, %; measured here: pilot screen trials
Starred values were filed as active, the others as inactive; i = inactive; . = no result given; + = active, no number. Cut-off read from the data, not from the text of the source, unless noted: active = cytotoxicity above about 50%; inactive = the rest.

SMILES	Spn MK inh	HPDE-C7K KRASV12	Spn DPM-DC inh	HPDE-C7 cytotoxicity	Spn PMK inh	TNAP inhibition	LYP phosphatase	Bfl-1 displacement	HT1080 cytotoxicity	others
CCN(CC)S(=O)(=O)c1ccc(Cl)c(C(=O)NCC2CCCO2)c1 (stereo unspecified)	0	-15%	i	-4%	19	11%	-3%	-6%	-1%
CCn1c(=N)n(CC(=O)c2cccc(OC)c2)c2ccccc21	9	-4%	i	-13%	14	1%	.	-2%	29%
COc1ccc(C(=O)Nc2ncc3c(n2)CC(c2ccco2)CC3=O)cc1 (stereo unspecified)	5	-7%	i	0%	0	14%	12%	0%	0%
COC(=O)c1ccc(CSc2nnc(Nc3ccccc3OC)s2)o1	0	45%	i	44%	14	2%	5%	-5%	2%
COc1ccc(N2CCN(C(=O)CN(c3cccc(Br)c3)S(C)(=O)=O)CC2)cc1	3	1%	i	-3%	0	5%	4%	-10%	-2%
CCCc1ccc(S(=O)(=O)NCCc2ccncc2)cc1	0	-9%	i	-10%	1	10%	4%	1%	-1%	Spn PMK inh pilot replicates=3.0;Spn MK inh pilot replicates=0.0;Spn DPM-DC inh pilot screen %=0.5
C=CCN1CCN(C(c2ccccc2)c2nnnn2CCC(C)C)CC1 (stereo unspecified)	0	-27%	i	-26%	14	13%	9%	-1%	2%
O=C(Nc1cccnc1)C1(c2ccccc2)CCCC1	9	-4%	i	-6%	6	3%	9%	-2%	.
CCCCn1c(NCc2ccccn2)nc2ccccc21	6	0%	i	-7%	16	-3%	4%	-2%	-3%
N#CC1=C2SCC(O)(c3ccccc3)N2C(=O)CC1c1cccs1 (stereo unspecified)	8	1.5µM*	i	1.4µM*	15	12%	3%	1%	.
Cc1ccc(C)c(NC(=O)C2CC(Cl)=CCC2C(=O)O)c1 (stereo unspecified)	5	-10%	i	-1%	8	9%	.	1%	4%
O=C(CSc1nnc(CN2CCOCC2)n1-c1ccc(Cl)cc1)Nc1cc(Cl)ccc1O	8	14%	i	6%	6	8%	7%	-9%	4%
CSC(=NC1CCCCC1)NS(=O)(=O)c1ccccc1	7	-13%	i	-28%	0	4%	.	-8%	-2%
Cc1ccc(S(=O)(=O)N[C@@H](CC(C)C)C(=O)NCc2ccco2)cc1	8	-23%	i	-48%	4	13%	.	0%	-11%
CCc1cc2c(=O)c(-c3nc4ccccc4n3C)c(C)oc2c(CN2CCN(C)CC2)c1O	6	4%	+	1%	5	9%	7%	-3%	.
CC(=O)/C=C(\C)NCCNc1c(F)c(F)c(CO)c(F)c1F	0	5%	i	4%	13	6%	9%	-2%	4%
COc1ccc(C)cc1NC(=O)CN(c1ccc(F)cc1)S(C)(=O)=O	3	3%	i	-13%	14	11%	3%	0%	2%
CN(C(=O)c1ccc(NC(=O)c2cnccn2)cc1)C1CCCCC1	5	-18%	i	-6%	0	9%	-1%	-1%	14%
CN(Cc1ccccc1)C(=O)CCNC(=O)Cn1cnc2ccccc2c1=O	1	-6%	i	-9%	0	8%	5%	1%	16%
COCCCNC(=O)c1ccc2nc3ccccc3c(=O)n2c1	0	-10%	.	-9%	21	8%	-3%	-4%	10%

Three structures out of the list, sorted by molecular weight, rising.
SMILES	Spn MK inh	HPDE-C7K KRASV12	Spn DPM-DC inh	HPDE-C7 cytotoxicity	Spn PMK inh	TNAP inhibition	LYP phosphatase	Bfl-1 displacement	HT1080 cytotoxicity	others
CCCc1ccc(S(=O)(=O)NCCc2ccncc2)cc1	0	-9%	i	-10%	1	10%	4%	1%	-1%	Spn PMK inh pilot replicates=3.0;Spn MK inh pilot replicates=0.0;Spn DPM-DC inh pilot screen %=0.5
CSC(=NC1CCCCC1)NS(=O)(=O)c1ccccc1	7	-13%	i	-28%	0	4%	.	-8%	-2%
O=C(CSc1nnc(CN2CCOCC2)n1-c1ccc(Cl)cc1)Nc1cc(Cl)ccc1O	8	14%	i	6%	6	8%	7%	-9%	4%

Structures from the list above that contain two or more sulfur atoms:
SMILES	Spn MK inh	HPDE-C7K KRASV12	Spn DPM-DC inh	HPDE-C7 cytotoxicity	Spn PMK inh	TNAP inhibition	LYP phosphatase	Bfl-1 displacement	HT1080 cytotoxicity	others
COC(=O)c1ccc(CSc2nnc(Nc3ccccc3OC)s2)o1	0	45%	i	44%	14	2%	5%	-5%	2%
N#CC1=C2SCC(O)(c3ccccc3)N2C(=O)CC1c1cccs1 (stereo unspecified)	8	1.5µM*	i	1.4µM*	15	12%	3%	1%	.
CSC(=NC1CCCCC1)NS(=O)(=O)c1ccccc1	7	-13%	i	-28%	0	4%	.	-8%	-2%

Next entries follow:
SMILES	Spn MK inh	HPDE-C7K KRASV12	Spn DPM-DC inh	HPDE-C7 cytotoxicity	Spn PMK inh	TNAP inhibition	LYP phosphatase	Bfl-1 displacement	HT1080 cytotoxicity	others
O=C(CS(=O)(=O)Cc1ccccc1)NCc1ccc2c(c1)OCO2	8	-5%	i	-5%	7	0%	1%	2%	0%
COc1ccc(C2/C(=C(/O)c3ccc4c(c3)CC(C)O4)C(=O)C(=O)N2CCN2CCOCC2)cc1 (stereo unspecified)	8	-16%	i	-21%	8	16%	0%	-4%	7%
O=C(c1ccc(CS(=O)(=O)c2ccccc2)o1)N1CCN(c2ncccn2)CC1	2	-2%	i	4%	2	6%	15%	-7%	-4%
Cc1c(CN(C)CCc2ccccc2)c(=O)n(-c2ccccc2)n1C	34	-11%	i	-3%	0	5%	10%	-5%	-10%
C=CCc1ccc(OCCOCCNCCOC)c(OC)c1	4	-5%	i	-6%	4	2%	3%	-4%	23%
O=C(NCc1ccc2c(c1)OCO2)c1ccc(CN2CCOCC2)cc1	12	.	i	.	9	7%	-6%	-4%	0%
O=C(COc1cnc2ccccc2n1)NCCC1=CCCCC1	2	-3%	+	-1%	11	8%	-18%	-5%	-4%
OC(CNC1CCCCC1)CN1CCN(CC(O)CNC2CCCCC2)CC1 (stereo unspecified)	4	8%	i	-9%	0	5%	.	2%	-10%
Cc1noc(/C=C/N(C)C)c1S(=O)(=O)N1CCC(C(=O)O)CC1	13	-3%	i	-4%	11	5%	7%	2%	-9%
CCCOc1cccc(C2C(C(=O)c3ccc(C)o3)=C(O)C(=O)N2CCCN(C)C)c1 (stereo unspecified)	0	-4%	i	-8%	8	5%	1%	4%	-3%
O=C(O)CC1NC(=O)N(c2ccccc2)C1=O (stereo unspecified)	4	8%	i	-4%	2	11%	0%	2%	-1%	Spn PMK inh pilot replicates=1.5;Spn MK inh pilot replicates=0.0;Spn DPM-DC inh pilot screen %=0.0
Cc1nnc(NC(=O)CSc2nnc(Cc3cccn3C)n2-c2cccc(C(F)(F)F)c2)s1	1	-1%	i	-6%	1	1%	-5%	4%	2%
N#CCCN1CCn2c1nc1ccccc12	3	24%	i	5%	7	11%	8%	-8%	1%
CS(=O)(=O)c1nc(-c2ccco2)cc(C(F)(F)F)n1	7	6µM*	i	6.5µM*	10	4%	-2%	38%	22%
O=C(CSc1ccc2nnc(-c3cccnc3)n2n1)NCc1ccc2c(c1)OCO2	6	-20%	i	-14%	1	-3%	10%	0%	10%
CCOc1cccc(=O)c2c(C)n(C)c(C)c12	8	10%	i	12%	7	22%	-28%	14%	-15%
Clc1ccc(CSc2nnc(-c3ccccn3)n2Cc2ccco2)c(Cl)c1	1	.	.	.	0	5%	7%	-3%	-5%
CC1CCN(CC(O)COc2cccc(F)c2)CC1 (stereo unspecified)	4	-4%	i	-1%	0	6%	5%	-2%	-6%
COc1ccc(NC(=O)C2CCCN2C(=O)OCc2ccccc2)c(OC)c1 (stereo unspecified)	0	.	i	.	18	.	.	.	-2%
O=C(Oc1ccc2c3c(c(=O)oc2c1)CCCC3)c1ccco1	7	19%	.	19%	0	5%	-15%	2%	15%

3 records picked at random from those above:
SMILES	Spn MK inh	HPDE-C7K KRASV12	Spn DPM-DC inh	HPDE-C7 cytotoxicity	Spn PMK inh	TNAP inhibition	LYP phosphatase	Bfl-1 displacement	HT1080 cytotoxicity	others
O=C(COc1cnc2ccccc2n1)NCCC1=CCCCC1	2	-3%	+	-1%	11	8%	-18%	-5%	-4%
COc1ccc(NC(=O)C2CCCN2C(=O)OCc2ccccc2)c(OC)c1 (stereo unspecified)	0	.	i	.	18	.	.	.	-2%
O=C(CSc1ccc2nnc(-c3cccnc3)n2n1)NCc1ccc2c(c1)OCO2	6	-20%	i	-14%	1	-3%	10%	0%	10%

Other structures
SMILES	Spn MK inh	HPDE-C7K KRASV12	Spn DPM-DC inh	HPDE-C7 cytotoxicity	Spn PMK inh	TNAP inhibition	LYP phosphatase	Bfl-1 displacement	HT1080 cytotoxicity	others
COc1ccc(CSc2nnc3n(C)c(=O)c4c5c(sc4n23)CCCC5)cc1	2	31%	i	16%	7	9%	0%	0%	-3%
O=C(Cc1cccs1)Nc1ccccc1C(=O)O	4	-1%	i	-16%	0	11%	3%	10%	8%	Spn PMK inh pilot replicates=1.0;Spn MK inh pilot replicates=0.0;Spn DPM-DC inh pilot screen %=0.0
C=CCn1c(SCc2c(C)noc2C)nc2cc(C(=O)O)ccc2c1=O	4	37%	i	34%	14	5%	22%	1%	26%
COc1ccc(C(c2sc3nc(C)nn3c2O)N2CCc3ccccc3C2)cc1 (stereo unspecified)	5	3%	i	-6%	0	6%	10%	1%	-4%
O=C(CCn1nnc(-c2cccs2)n1)N1CCc2ccccc2C1	0	-16%	i	-22%	10	7%	0%	-2%	2%
CCC(C)NC(=O)c1ccccc1NC(=O)C(C)N(c1ccccc1)S(C)(=O)=O (stereo unspecified)	9	-6%	i	-15%	10	9%	8%	-2%	1%	Spn PMK inh pilot replicates=2.5;Spn MK inh pilot replicates=0.0;Spn DPM-DC inh pilot screen %=1.0
CCOC(=O)C1CCN(C(=O)COc2cc(C)c(Br)cc2C)CC1	9	6%	i	10%	12	9%	6%	-4%	-8%
COc1cc2c(cc1OC)C(C(=O)N1CCCCC1)C(c1ccccc1F)N(C)C2=O (stereo unspecified)	9	-11%	i	-24%	0	8%	.	-1%	4%
CCN(CC)c1ccc(CN(C(=O)c2ccco2)C2CCS(=O)(=O)C2)cc1 (stereo unspecified)	3	-28%	i	-25%	9	-7%	.	-25%	0%
CC(C)C(C(=O)NC(C)(C)C)N1C(=O)c2ccccc2C1=O (stereo unspecified)	8	-9%	i	-12%	0	10%	3%	-3%	-8%
Cc1ccc(Cn2nc(C)c(NC(=O)c3noc4c3CCCCC4)c2C)cc1	2	-7%	i	-7%	0	13%	.	-9%	-5%
